# VIM-2 inhibitor – VIM-2 metallo-beta-lactamase inhibitors, primary screen, biochemical, epi-absorbance readout, Pseudomonas aeruginosa enzyme | purified VIM-2, nitrocefin hydrolysis, epi-absorbance fluorescence | inhibition, % at 5.6 µM | 290,000 tested, 0.89% active | AID 1527, 2009;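 active means inhibition above the mean of all tested compounds plus 3 SD, cutoff set per screening run, cut at about 7.5% in these data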;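 further: red hydrolysis product quenches plate fluorescence so inhibitors raise well fluorescence; 0% = enzyme with DMSO and 100% = DMSO without enzyme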
# IDE cell activ – human IDE activators in live cells, primary screen, fluorescence polarization, HEK cells, FAbeta-B substrate. activation, % at 5.96 µM. AID 493087, 2011. Insulin-degrading enzyme (Homo sapiens), P14735. 340,000 tested, 0.073% active. FAbeta-B cleavage; 0% vehicle, 100% cell-free pure enzyme wells;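 active means activation above the mean of all tested compounds plus 3 SD, set per screening campaign, cut at about 17% in these data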
# pCIP destab – p/CIP-EGFP fusion destabilizers, primary screen, fluorescence, F442A cells; Q05BA5; 16 h; decrease of EGFP signal, % at 10 µM; 290,000 tested, 0.01% active; AID 1984, 2009;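 active means EGFP signal decrease of at least 30% at 10 µM or well 3 SD below plate mean, unless failing retest; inactive means the rest, including hits failing retest or dose response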; further: some compounds called inactive have numbers as strong as hits; many of its hits are not listed in these tables
# PHOSPHO1 block – PubChem AID 1565. Phosphoethanolamine/phosphocholine phosphatase (Homo sapiens), Q8TCT1. recombinant PHOSPHO1, absorbance phosphatase assay. inhibition, % at 13.3 µM. 290,000 tested, 1.1% active; in the data active means inhibition above about 60%
# Target sequence (Q8TCT1 whole entry, looked up): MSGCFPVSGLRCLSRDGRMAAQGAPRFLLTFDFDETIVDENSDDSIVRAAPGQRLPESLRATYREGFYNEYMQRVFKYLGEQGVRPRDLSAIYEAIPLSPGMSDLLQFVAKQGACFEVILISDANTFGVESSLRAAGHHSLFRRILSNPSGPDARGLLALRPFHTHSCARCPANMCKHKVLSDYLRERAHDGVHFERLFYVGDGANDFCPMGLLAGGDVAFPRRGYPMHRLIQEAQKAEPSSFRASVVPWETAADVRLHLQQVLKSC
# IMP-1 inhibitor – IMP-1 metallo-beta-lactamase inhibitors, primary screen, biochemical, epi-absorbance readout, Pseudomonas aeruginosa enzyme; 290,000 tested, 0.45% active; inhibition, % at 5.6 µM; AID 1556, 2009; purified IMP-1, nitrocefin hydrolysis, epi-absorbance fluorescence; metallo-beta-lactamase IMP-1 (Pseudomonas aeruginosa);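 active means inhibition above the mean plus 3 SD of all compounds in the same screening run, cut at about 4.5% in these data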;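 further: 0% = IMP-1 with DMSO and 100% = DMSO wells lacking enzyme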
#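 System: purified IMP-1 / Input: IMP-1 dispensed at 0.2 nM / Medium: 50 mM HEPES pH 7.1, 50 µM ZnSO4, 0.05% Brij 35 / Timing: 15 min enzyme–compound preincubation, then 25 min nitrocefin reaction, 25 °C / Technique: plate fluorescence quenching by hydrolysis product, ex 480/em 530 nm / Repeats: singlicate testing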
# IDE cell inh – human IDE inhibitors in live cells, primary screen, fluorescence polarization, HEK cells, FAbetaB substrate; FAbetaB cleavage; inhibition, % at 5.59 µM; 320,000 tested, 0.41% active; AID 434962, 2010;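 active means percent inhibition above the average of all tested compounds plus 3 SD, set per screening campaign, cut at about 16% in these data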;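 further: IDE supplied by intact live HEK cells; FP after avidin binding of uncleaved biotin substrate so inhibition keeps polarization high; 0% = DMSO wells and 100% = 60 µM reference IDE inhibitor Ii1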
# GPR7 antag – GPR7 receptor antagonists, primary screen, cell-based, fluorescence, single concentration. Neuropeptides B/W receptor type 1 (Homo sapiens), P48145. 290,000 tested, 1.1% active. inhibition, % at 4.4 µM. GPR7-expressing cells, fluorescence antagonist assay. AID 1861, 2009; in the data active means inhibition above about 16%, passing the limit was not always enough;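 further: cells stimulated with the agonist NPW; 0% = agonist with vehicle and 100% = vehicle without agonist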
# Target sequence (P48145 whole entry, looked up): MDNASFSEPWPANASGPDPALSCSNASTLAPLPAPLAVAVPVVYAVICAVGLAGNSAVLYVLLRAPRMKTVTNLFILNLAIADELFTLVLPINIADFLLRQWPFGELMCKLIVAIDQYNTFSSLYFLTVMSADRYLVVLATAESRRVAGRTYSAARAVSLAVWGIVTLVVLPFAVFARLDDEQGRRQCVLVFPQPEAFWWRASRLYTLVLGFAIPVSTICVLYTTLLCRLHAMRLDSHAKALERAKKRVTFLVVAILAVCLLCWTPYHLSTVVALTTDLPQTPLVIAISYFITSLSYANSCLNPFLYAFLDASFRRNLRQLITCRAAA
# NALP1 inh – NALP1 inflammasome inhibitors in reconstituted yeast, colorimetric, S. cerevisiae, triplicate retest | S. cerevisiae NALP1/ASC/caspase-1 growth, X-gal OD620, 72 h | inhibition, % at 10 µM | 280,000 tested, 0.61% active; in the data active means inhibition mostly above about 24%, no sharp cut-off; inactive means mostly below about 32%; further: some compounds called inactive have numbers as strong as hits
# PfM18AAP inh – PfM18AAP inhibitors, malaria aminopeptidase, primary screen, biochemical, QFRET, recombinant enzyme | 290,000 tested, 1.2% active | H-Glu-NHMec fluorogenic cleavage | M18 aspartyl aminopeptidase (Plasmodium falciparum 3D7) | inhibition, % at 7.35 µM;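 active means inhibition above the campaign mean inhibition over all tested compounds plus 3 SD, cut at about 28% in these data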;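 further: 0% = plate median of test compound wells and 100% = 2 mM ZnCl2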
# * = called active by the depositor; . = not tested or not shown.
mol,IDE cell activ,pCIP destab,VIM-2 inhibitor,PfM18AAP inh,GPR7 antag,NALP1 inh,IDE cell inh,IMP-1 inhibitor,PHOSPHO1 block
Cc1ccc(C(C)c2c(C)c([N+](=O)[O-])cc(C)c2[N+](=O)[O-])cn1 (stereo unspecified),0,0,-2.2,-1,-5,-4,2,-5.4,.
CC(=O)c1ccc(OC(C)C)c(CSc2nc(O)cc(=O)[nH]2)c1,-1,-14,-1.4,-5,-5,15,3,-3.5,-6
O=S(=O)(c1ccccc1)C(/C=N\O)/C=C/c1ccccc1 (stereo unspecified),2,0,1.4,2,-1,-2,1,-1.9,-96
S=c1[nH]nc(-c2ccncc2)n1/N=C/c1cn(-c2ccccc2)nc1-c1ccccc1,.,-8,-3.1,8,-13,5,2,-4.9,90*
O=C1C(=O)N(CCCN2CCOCC2)C(c2ccc(Cl)cc2)/C1=C(\O)c1ccc2c(c1)OCCO2 (stereo unspecified),-4,-2,-4.0,12,-7,2,-3,-0.5,22
O=C(N=C1SC2CS(=O)(=O)CC2N1c1ccc(F)cc1)C1CCCCC1 (stereo unspecified),9,-2,-2.2,-4,1,2,-4,-0.5,24
c1ccc(CCCOCCC2CO2)cc1 (stereo unspecified),.,6,-1.4,1,-2,16,3,1.8,-7
CCOc1cc(S(=O)(=O)n2nc(C)cc2C)ccc1F,1,-9,-0.9,5,-8,13,2,-8.0,-10
O=C(CS(=O)(=O)c1cn(CC(=O)N2CCOCC2)c2ccccc12)Nc1ccccc1F,2,-15,-2.9,-4,-13,17,9,-2.9,8
CCN(C(=O)CN1C(=O)S/C(=C\c2ccc(Cl)cc2)C1=O)C1CCS(=O)(=O)C1 (stereo unspecified),-2,-3,-0.9,0,14,16,0,-0.9,31
Cn1c(=O)oc2cc(S(=O)(=O)NC3CCN(Cc4ccccc4)CC3)ccc21,3,-2,-1.3,0,-9,19,-4,-4.4,-1
COc1cc(/C=C2\SC(c3ccc(C)cc3)=NC2=O)cc(OC)c1OC,-21,-6,0.2,9,-8,39,-1,-1.8,-3
O=S(=O)(c1ccc(Cl)nc1)N1CCCc2ccccc21,6,-15,-2.0,-1,0,21,2,-0.5,0
Cc1ccc(N2CS(=O)(=O)/C(=C/N(C)C)C2=O)cc1,5,2,1.6,-1,9,17,3,-0.9,33
CCC(C)(C(=O)NC1CCCC1)N(Cc1cccs1)C(C)=O (stereo unspecified),-3,-12,-2.9,9,-10,15,4,-2.9,11
N#CC1=C(N)OC(c2ccccc2)=C(C#N)C1c1ccc2c(c1)OCO2 (stereo unspecified),5,-3,-5.7,13,-1,13,1,-3.0,-14
CN1C(=O)/C(=C/c2ccco2)SC1=Nc1cccc(C(=O)O)c1,-2,-9,-1.9,14,18,13,-2,-0.7,20
COc1ccc(-n2c(-c3ccc(Br)cc3)c[n+]3c2CCC3)cc1,-2,-1,0.1,-1,21,9,1,-2.1,28
O=C(/C=C/c1ccco1)N1CCc2ccccc21,0,-43,-1.1,-2,1,5,11,-2.7,-10
O=C(/C=N/O)NCCCN1CCOCC1,7,-11,-3.5,2,-5,7,-2,-4.1,-6
Cc1cc(OCC(=O)NNC(=O)c2ccncc2)cc(C)c1Cl,2,-3,-6.6,-4,-16,-1,.,-2.5,3
O=C(Nc1ccc(C(=O)N2CCCCC2)cc1)C1CCCCC1,0,-2,1.8,-10,20,-5,-7,1.5,11
NC(=O)c1ccc(-n2nnnc2SCC(=O)Nc2ccccc2F)cc1,3,-4,-1.2,-1,2,15,-3,-1.6,33
COc1ccccc1N=Cc1c(O)c2ccccc2oc1=O,1,-12,-1.5,4,-2,25,2,-0.2,18
O=c1[nH]c(CNCc2cccnc2)nc2ccccc12,-1,4,-4.4,1,-11,10,-13,-3.9,12
COc1ccc(OCC(=O)Nc2c(C(=O)N(CCN(C)C)Cc3ccco3)oc3ccccc23)cc1,2,6,5.1,9,28*,21,-6,-1.1,17
OCC1CCCCN1CC(O)COC(c1ccc(F)cc1)c1ccc(F)cc1 (stereo unspecified),-1,-3,1.2,-6,15,13,-1,0.9,40
CC(NC(=O)/C=C/c1ccccc1[N+](=O)[O-])C1CC2CCC1C2 (stereo unspecified),3,-4,-2.8,4,13,11,3,-1.6,35
CCOC(=O)c1nnn(-c2nonc2N)c1-c1ccc(OC)cc1,0,-2,-2.2,-8,2,.,1,-1.4,33
COc1ccc(-n2nc(C(=O)NCC(=O)Nc3cc(OC)c(OC)c(OC)c3)c3ccccc3c2=O)cc1OC,5,-2,-2.3,4,-10,6,-1,-3.1,36
CC1CCN(S(=O)(=O)c2cccc(-c3cn4cc(Cl)ccc4n3)c2)CC1,5,5,-2.4,-4,-6,2,3,-1.9,9
COC(=O)c1cc(OC)c(OC)cc1NC(=O)Cc1cccs1,4,-7,-2.2,-3,-5,-5,4,-1.3,-6
COc1ccc(/C=N/N(c2ccccc2)c2ccccc2)cc1O,3,-7,-1.3,3,-19,0,.,-1.1,17
Cn1c(Cc2cccs2)nnc1SC/C=C/c1ccccc1,-14,-6,-2.9,8,-3,14,4,0.2,2
COc1ccc(C(=O)Nc2ccc(S(=O)(=O)N3CCCCC3)cc2)cc1,2,-30,-0.3,-10,-5,4,1,-1.9,45
COc1ccc(N(C)S(=O)(=O)c2cccc3cccnc23)c(OC)c1,3,-9,-1.5,-1,-1,6,2,-0.5,22
Cc1c(OCC(=O)NCCCn2ccnc2)ccc2c3c(c(=O)oc12)CCC3,-3,-5,48*,-3,-14,4,4,-1.1,10
COc1ccc(N=CC2=C(O)CC(C)(C)CC2=O)cc1,1,-10,-3.1,11,-6,-4,0,-4.1,-1
O=C(c1ccc(F)cc1)C1CCN(C(=O)NC2CCCCC2)CC1,8,-11,-1.9,-8,-1,-10,6,-2.9,32
CCOCCCNC(=S)N(Cc1ccco1)Cc1cc2cc3c(cc2[nH]c1=O)OCCO3,2,7,-4.3,14,-2,4,-2,-2.5,-9
COc1ccc(C)cc1Nc1n[n+](C)c(-c2ccc(O)cc2O)s1,5,0,-1.9,-5,3,14,1,1.3,-11
O=C1C2CCCN2C(=O)N1CCCCN1CCN(c2cccc(C(F)(F)F)c2)CC1 (stereo unspecified),2,4,-0.8,-6,4,3,8,-5.5,13
CCc1ccc(NC(=O)CSc2nnc(CNC(=O)c3ccc(OC)cc3)o2)cc1,2,-6,-1.2,-2,2,5,-3,-0.5,28
O=C(CCCC1=NS(=O)(=O)c2ccccc2N1)NCCc1ccc(Cl)cc1,6,1,-2.8,-2,-6,20,-2,-1.9,58
CN(C)/C=C(\C#N)C(=O)Nc1ccc(F)c(Cl)c1,5,-8,-2.8,-3,-9,.,7,-2.3,-6
O=C(COC(=O)C12CC3CC(CC(C3)C1)C2)NC12CC3CC(CC(C3)C1)C2,-3,4,-2.0,-8,1,1,2,0.3,12
Cc1cccc(Sc2c(C=O)c3ccccc3n2C)c1,4,-5,2.0,1,-5,1,-1,-1.8,28
O=C(Nc1ccccc1C(=O)O)/C(=C/c1ccc([N+](=O)[O-])cc1)NC(=O)c1ccc(Br)o1,6,-7,-3.0,6,-14,12,-4,-2.3,4
COc1cccc(CN(CC2CCCO2)S(=O)(=O)c2ccc(-n3cnnn3)c(OC)c2)c1 (stereo unspecified),4,-8,-4.4,-1,-1,3,-5,-2.5,51
COc1ccc2cc(CN(Cc3ccco3)C(=S)NCC3CCCO3)c(=O)[nH]c2c1 (stereo unspecified),5,2,-3.0,0,12,12,5,-0.8,1
COc1ccc(-n2ncc3c2CC(C)(C)CC3NC(=O)CCc2c(C)noc2C)cc1 (stereo unspecified),1,-17,-1.1,2,-13,-1,0,-2.0,27
CC(=O)Cn1c(CN2CCN(C(=O)c3ccco3)CC2)nc2c1c(=O)n(C)c(=O)n2C,0,16,-0.3,-13,-13,20,0,-0.5,29
O=C(CSC1CCCCC1)Nc1ccccc1Br,3,-5,-0.3,0,0,27,4,-4.3,-20
CN1CCN(S(=O)(=O)c2ccc3[nH]cc(C(=O)O)c(=O)c3c2)CC1,-3,-12,-0.7,1,-3,14,-4,-0.6,19
CCc1ccc(OCC(=O)N2CCN(c3ccccc3F)CC2)cc1,3,5,-3.0,0,-7,0,0,-2.6,-1
CCOc1ccc(S(=O)(=O)Nc2ccc(C(=O)N3CCCC3)cc2)cc1C(N)=O,-4,-24,3.1,-13,15,16,-2,1.1,1

# Further structures
mol,IDE cell activ,pCIP destab,VIM-2 inhibitor,PfM18AAP inh,GPR7 antag,NALP1 inh,IDE cell inh,IMP-1 inhibitor,PHOSPHO1 block
COc1ccc(-c2n[nH]c(=S)n2-c2ccc3c(c2)OCCO3)cc1,-6,-4,13*,30*,-12,13,5,-5.2,19
FC(F)(F)c1cnc(NNC(=S)Nc2ccccc2Cl)c(Cl)c1,-4,-2,-5.3,21,-3,28,3,-3.6,1
CC1Cc2cc(/C(O)=C3/C(=O)C(=O)N(CCCn4ccnc4)C3c3ccc(F)cc3)ccc2O1 (stereo unspecified),-1,-15,-2.2,0,6,-2,1,-3.1,24
CC(=O)Nc1cc(C(=O)O)ccc1S(=O)(=O)c1ccc(Cl)cc1,2,11,0.5,0,6,3,1,-0.5,-3
COc1ccc(NC(=S)NCCc2c[nH]c3ccccc23)cc1,1,-6,-3.9,-10,2,22,7,-1.8,5
COc1cccc(NC(=O)Cc2nnc(SCC(=O)c3ccccc3)n2C)c1,6,-27,-3.0,8,-10,-18,.,-3.2,-1
Cc1cccc(NC(=S)NC(=O)c2ccco2)n1,0,5,3.4,8,-6,21,2,-4.0,-2
Cc1cc(C(=O)NNC(=O)c2ccc(C(F)(F)F)cc2)no1,3,-2,-2.9,1,-12,.,3,-2.1,23
COC(=O)COc1ccc(S(=O)(=O)NCCC2=CCCCC2)cc1Cl,7,-3,-4.0,-9,1,72,-4,-4.3,-9
CCC(=O)Nc1ccc(-c2csc(NNC(C)=O)n2)cc1,4,0,-1.3,26,-8,31,5,-3.0,-2
CCCOP(=O)(OCCC)C(Nc1ccc(C(=O)O)cc1)c1ccccc1 (stereo unspecified),-1,-8,0.1,-5,12,3,2,-0.1,26
N#C/C(C(N)=O)=C1/SC(Cc2ccc(F)cc2)C(=O)N1c1ccccc1 (stereo unspecified),-4,6,-3.0,3,-9,-22,9,-2.3,36
O=C(Nc1ccccc1Oc1ccccc1)c1cc([N+](=O)[O-])ccc1Cl,-2,-13,1.6,-8,-12,27,2,-3.4,-14

# Assay outcomes from PubChem.
